# hERG protect: shields human hERG channel from block by proarrhythmic agents; Q12809; CHO-hERG, FluxOR thallium flux, dofetilide IC70 present; activation (rescue from dofetilide block), less the hit threshold, % at 10 µM; hit rate 0.51% among 310,000; AID 1511;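 active = activation above the mean of controls blocked by dofetilide plus 5 SD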;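 also: thallium influx through hERG after potassium depolarization seen as dye fluorescence rise; in these data hits start at about 4.7%; inactives centre near -7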
# Target sequence (Q12809 whole entry, looked up): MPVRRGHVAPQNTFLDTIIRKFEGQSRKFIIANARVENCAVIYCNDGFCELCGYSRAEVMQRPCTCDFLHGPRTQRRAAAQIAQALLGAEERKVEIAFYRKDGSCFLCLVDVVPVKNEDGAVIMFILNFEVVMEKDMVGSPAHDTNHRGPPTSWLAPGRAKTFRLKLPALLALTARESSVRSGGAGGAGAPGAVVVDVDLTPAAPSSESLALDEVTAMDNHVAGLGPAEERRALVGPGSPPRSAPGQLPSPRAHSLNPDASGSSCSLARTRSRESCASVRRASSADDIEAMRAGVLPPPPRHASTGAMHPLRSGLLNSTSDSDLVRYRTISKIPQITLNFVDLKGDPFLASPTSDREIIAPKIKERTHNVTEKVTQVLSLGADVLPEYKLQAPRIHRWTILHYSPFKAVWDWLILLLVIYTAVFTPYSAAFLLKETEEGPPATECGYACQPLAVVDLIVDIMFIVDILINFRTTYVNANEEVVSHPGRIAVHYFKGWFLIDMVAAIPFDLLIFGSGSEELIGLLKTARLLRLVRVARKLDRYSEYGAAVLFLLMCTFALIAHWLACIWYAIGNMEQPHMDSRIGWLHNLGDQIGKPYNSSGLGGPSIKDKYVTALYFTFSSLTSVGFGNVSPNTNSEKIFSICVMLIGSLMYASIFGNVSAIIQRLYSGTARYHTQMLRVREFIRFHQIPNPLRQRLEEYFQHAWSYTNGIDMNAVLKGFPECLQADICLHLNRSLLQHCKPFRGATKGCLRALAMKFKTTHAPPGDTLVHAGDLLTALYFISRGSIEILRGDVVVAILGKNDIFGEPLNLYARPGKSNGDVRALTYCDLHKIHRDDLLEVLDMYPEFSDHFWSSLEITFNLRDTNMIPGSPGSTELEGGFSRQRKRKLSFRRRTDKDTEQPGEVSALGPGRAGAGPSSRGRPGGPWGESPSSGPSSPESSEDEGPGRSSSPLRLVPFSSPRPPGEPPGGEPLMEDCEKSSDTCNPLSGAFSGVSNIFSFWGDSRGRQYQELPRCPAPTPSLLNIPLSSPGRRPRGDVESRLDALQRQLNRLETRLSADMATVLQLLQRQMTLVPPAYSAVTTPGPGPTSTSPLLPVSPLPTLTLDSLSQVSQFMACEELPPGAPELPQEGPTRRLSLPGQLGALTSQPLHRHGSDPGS
# KCNQ1 block: human KCNQ1 channel inhibition; P51787; CHO-K1 KCNQ1, FluxOR thallium flux fluorescence; stronger effect = higher value; B-score at 10 µM; hit rate 1.3% among 310,000;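 active = compounds whose thallium flux B-score, printed positive for inhibition, exceeds three library SD while starting fluorescence stays within three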;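 also: channel opened by potassium depolarization with thallium stimulus after 20 min compound exposure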
# Dyrk1A ADPGlo: Dyrk1A (rat) kinase inhibition. hit rate 0.43% among 310,000. Q63470. ADP-Glo luminescence, NFATc1 peptide. inhibition, % at 12.5 µM; in the data active = inhibition above about 50%;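 also: plate controls were vehicle with enzyme for no effect and no enzyme for full effect; many of its hits are not listed in these tables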
# GSK3 alpha inh: inhibitors of human GSK-3 alpha kinase; P49840; ADP-Glo luminescence, 60 min; inhibition, % at 10 µM; hit rate 0.1% among 320,000;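 in the data active = inhibition above about 50%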;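 also: GST-tagged GSK-3 alpha with peptide substrate and 25 µM ATP; 0% = DMSO neutral wells and 100% = GW8510 positive control wells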
# KCNK9 block: human KCNK9 channel inhibition; AID 488922; hit rate 1.2% among 310,000; HEK293 KCNK9, FluxOR thallium flux fluorescence; stronger effect = lower value; B-score at 10 µM;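 active = ratio B-score over 3 SD below the library mean, with starting fluorescence within 5 SD of its mean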;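 also: negative B-score means less thallium flux so channel inhibition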
# KCNK3 inh: human KCNK3 channel inhibition, primary screen; B-score at 10 µM; hit rate 0.84% among 340,000; O14649; AID 602410; CHO-KCNK3 thallium flux, FluxOR fluorescence; stronger effect = lower value;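 active = B-score under library mean minus 4 SD, starting fluorescence ratio at most library mean plus 5 SD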;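 also: more negative B-score means stronger inhibition of thallium flux through KCNK3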
# RGS4 block: human RGS4 inhibition | B-score at 10 µM | hit rate 0.45% among 310,000 | P49798 | HEK293 M3R/RGS4 inducible, Fluo-4 calcium flux; stronger effect = higher value; triggered by carbachol at its EC20 | AID 463165;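 active = B-score, a plate-corrected calcium signal, over three deviations above library mean, with baseline fluorescence within five deviations of library mean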;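 also: RGS4 expression induced by doxycycline in cells with stable M3 receptor; B-score is computed from the integrated fluorescence ratio over baseline after carbachol; higher B-score means a larger calcium signal and so more RGS4 inhibition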
# KCNQ1 pot: human KCNQ1 channel potentiation or activation; P51787; CHO-K1 KCNQ1, thallium flux FluxOR fluorescence; stronger effect = higher value; B-score at 10 µM; hit rate 0.35% among 310,000; AID 2648;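 active = fluorescence ratio B-score, a plate-corrected score, at least three library SD, with initial intensity B-score within 5 SD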
#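 Test system: CHO-K1 cells stably expressing KCNQ1 / Medium: assay buffer / Also added: depolarizing K+/Tl+ stimulus, K2SO4 and Tl2SO4 each 12.5 mM in 5x stock / Incubation: 90 min dye loading and 20 min compound exposure, both at room temperature / Signal: thallium influx via FluxOR fluorescence, kinetic imaging / Evaluation: B score of baseline-normalized fluorescence ratio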
# RGS4 pot: RGS4 potentiation or activation; HEK293 M3R/inducible RGS4, carbachol calcium flux Fluo4; stronger effect = lower value; hit rate 0.92% among 310,000; B-score at 10 µM;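 active = B-score of the integrated calcium signal more than 4 SD below the library mean, with starting fluorescence not abnormally high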;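 also: negative B-score means reduced calcium response which marks RGS4 activation or potentiation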
#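 Reagent: ECmax carbachol challenge; Test system: M3R-expressing HEK293 line, RGS4 induced by doxycycline; Schedule: overnight RGS4 induction, 30 min dye load 37 °C, 20 min compound RT; Detection: calcium dye Fluo4 fluorescence; Read-out: Agonist-evoked peak-minus-minimum fluorescence over baseline, integrated ratio, B score.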
# PolyA inhibitor: yeast polyadenylation inhibition | calls only at 12 µM | hit rate 0.02% among 300,000 | S. cerevisiae SKY197-pL101 polyadenylation reporter, beta-gal luminescence; efflux-impaired pdr1/pdr3 knockout yeast; score 100 = 6 SD above DMSO;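 active = lowest replicate activity score at least 50, where 100 means six control SD above control mean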;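 also: yeast exposed to compound for 9 h at 30 °C; higher score means more reporter readthrough which indicates perturbed polyadenylation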
# GSK3beta inhib: inhibitors of human GSK3beta kinase. P49841. GST-GSK3beta kinase, ADP-Glo luminescence, 60 min; stronger effect = lower value. activity score (negative = inhibition), % at 10 µM. hit rate 0.038% among 300,000. AID 2097;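 active = more than half of replicate wells score below -50%, meaning over 50% inhibition versus plate controls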;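 also: 0% = median DMSO wells and -100% = median GW8510 positive control wells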
#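 Test system: GST-tagged human GSK3beta kinase, cell-free; evaluation: activity score scaled between in-plate DMSO and GW8510 controls; measured by: ADP-Glo luminescence; incubation: 60 min reaction, RT; benchmarks: DMSO and 20 µM GW8510; reagent: peptide substrate plus 25 µM ATP (final); medium: Tris/MgCl2 kinase buffer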
# The depositor's hits bear a star; i = inactive; / = no result given. A portion of the library, so the mix of outcomes need not match the whole.
Molecule,hERG protect,KCNQ1 block,Dyrk1A ADPGlo,GSK3 alpha inh,KCNK9 block,KCNK3 inh,RGS4 block,KCNQ1 pot,RGS4 pot,PolyA inhibitor,GSK3beta inhib
Cc1ccc(NC(=O)C2CC=CCC2C(=O)N2CCCCC2)cc1 (configuration not stated),-8,i,0,0,i,i,i,i,i,i,2
CC(C)(C)NS(=O)(=O)c1ccc(NC(=O)NC2CCCCC2)cc1,-6,i,8,-1,i,i,i,i,i,i,/
CC(C)(C)C1CCc2c(C(=O)NNC(=O)CCC(=O)O)csc2C1 (configuration not stated),-6,i,-5,-2,i,i,i,i,i,i,-7
CCn1c(=O)c(C(=O)NNC(=O)c2ccccc2)c(O)c2ccccc21,-6,i,1,-1,i,i,i,i,i,i,-25
CC(C)Oc1ccc(C(=O)Nc2cc(=O)n(C)c(=O)n2C)cc1,-12,i,-2,-3,i,i,i,i,i,i,1
CCc1nc(SCC(=O)Nc2c(C)nn(C)c2C)c2cnn(-c3ccccc3)c2n1,-1,i,/,/,i,/,i,i,i,i,0
CCOC(=O)c1[nH]c2ccc(F)cc2c1NC(=O)Nc1ccccc1OC,-8,i,-1,-1,i,i,i,i,i,i,3
O=C(NCCCN1CCOCC1)c1cc(-c2ccc(Cl)c(Cl)c2)on1,-4,i,-3,0,i,i,i,i,i,i,1
C/C(=N\NC(=O)c1nnn(-c2nonc2N)c1C(C)C)c1ccncc1,-5,i,0,0,i,i,i,i,i,i,3
O=C1CN(C(=O)c2ccccc2F)C(c2ccccc2)c2cc(Cl)ccc2N1 (configuration not stated),-7,i,-3,2,i,i,i,i,i,i,1
Cc1ccc2cc3c(NC(=O)CC(C)C)nn(C)c3nc2c1,-7,i,0,-1,i,i,i,i,i,i,-1
O=C(O)CN1CCN(Cc2cccc(Cl)c2)C1=O,-5,i,-3,3,i,i,i,i,i,i,0
O=c1c2ccccc2[nH]c(=S)n1CCCN1CCC(Cc2ccccc2)CC1,-12,i,1,-2,i,i,i,i,i,i,0
CCC(C(=O)O/N=C(\N)c1ccc(Cl)cc1)c1ccccc1 (configuration not stated),-5,i,5,-1,-6.6*,-10*,i,i,i,i,3
Cc1nc2ccccc2c(=O)n1NC(=O)C1CCC(C(C)(C)C)CC1 (configuration not stated),-13,i,0,0,i,i,i,i,i,i,-4
CC1=NN(C(=O)c2ccc(Br)cc2)C(O)(c2ccccc2)C1 (configuration not stated),-7,i,-4,0,i,i,i,i,i,i,1
O=C1C(Nc2ccccc2)=C/C(=N/S(=O)(=O)c2cccs2)c2ccccc21,-12,i,30,-2,i,i,i,i,i,i,4
COc1ccc(C(=O)CSc2nnc(-c3ccc(S(=O)(=O)N4CCOCC4)cc3)o2)cc1,-6,i,-3,-1,i,i,i,i,i,i,0
Cc1ccc(CSc2nc3ccccc3cc2C=O)cc1,-3,i,-8,-2,i,i,i,i,-8.3*,i,-2
CC(=O)Nc1ccc(NC(=O)C/C(C)=N/NC(=O)C(=O)Nc2ccc(C)c(Cl)c2)cc1,-7,i,-3,-1,i,i,i,i,i,i,3
Cc1ccc(CNC(=O)C2C3C=CC4(CN(Cc5cccnc5)C(=O)C24)O3)cc1 (configuration not stated),-2,i,-10,0,i,i,i,i,i,i,0
O=C(CCSCc1ccc(Cl)cc1)NCCC1=CCCCC1,-5,i,-2,-4,i,i,i,i,i,i,7
COc1ccc(/C=N/NC(=O)c2ccc3c(c2)OCO3)c(C(=O)O)c1OC,-5,i,3,0,i,i,i,i,i,i,/
Cc1cc(NC(=O)/C=C/c2ccco2)ccc1NC(=O)c1ccccc1,-7,i,-2,1,i,i,i,i,i,i,0
Cc1ccc(NC(=O)CC2SC(=O)N(c3ccccc3)C2=O)cc1 (configuration not stated),-4,i,6,2,i,i,i,i,i,i,3
Cc1csc2nc3cc(C(N)=O)ccc3c(=O)n12,-7,i,-14,1,i,i,i,i,i,i,3
COC(=O)[C@@H]1C(c2ccccc2)(c2ccccc2)[C@@]1(C)C(=O)OC,-7,i,-4,-1,i,i,i,i,i,i,-3
Cc1ccc(NC(=O)COC(=O)C2CCC(=O)N2)c(S(=O)(=O)N2CCOCC2)c1 (configuration not stated),-4,i,-5,0,i,i,i,i,i,i,-1
CNC(=S)NNC(=O)Cc1ccc(OC)c(OC)c1,-5,i,-1,-1,i,i,i,i,i,i,0
COc1ccccc1C(=O)Nc1ccc(-c2nnc(SCC(=O)O)n2C)cc1,-18,i,5,0,i,i,i,i,i,i,1
Cc1ccc(C(=O)N2CCCc3ccccc32)c(F)c1F,-8,i,-4,-1,i,i,i,i,i,i,0
CCC(CC)C(=O)Nc1c(C)n(C)n(-c2ccccc2)c1=O,-5,i,-12,-25,i,i,i,i,i,i,2
Cc1cc(C(=O)N/N=C/c2cc([N+](=O)[O-])cc(C)c2O)n[nH]1,-10,i,1,/,i,i,i,i,i,i,3
O=C(c1cc(F)ccc1F)C1CCCN(C(=O)CSc2ccccn2)C1 (configuration not stated),-10,i,2,-3,i,i,i,i,i,i,-1
CCCCOC(=O)Nc1ccc(C)c(Cl)c1,-2,i,0,-2,i,i,i,i,i,i,-1
CCC(C)(C)C1CCC(=NNC(=O)c2ccc(Br)o2)CC1 (configuration not stated),-4,i,3,-4,i,i,i,i,i,i,1
O=C(COC(=O)c1ccc(Cl)c(S(=O)(=O)N2CCCC2)c1)NCc1cccs1,-8,i,0,-1,i,i,i,i,i,i,-1
CCCCn1c(N)c(N(CCOC)C(=O)c2ccc(N3CCCC3)c([N+](=O)[O-])c2)c(=O)[nH]c1=O,-14,i,-8,0,i,i,i,i,i,i,-1
Cc1ccc(C)c(NC(=O)CNC(=O)N2CC(=O)Nc3ccccc32)c1,-8,i,-5,-4,i,i,i,i,i,i,2
CCOc1ccc(NC(=S)c2ccncc2)cc1,-7,i,-1,7,i,i,i,i,i,i,0
O=C(NCCNC(=O)c1ccccn1)c1ccc(F)cc1,-4,i,-8,4,i,i,i,i,i,i,-10
CSc1ncccc1C(=O)Nc1nc2c(C)cccc2s1,-6,i,-3,-1,i,i,i,i,i,i,0
Cc1cccc(C(=O)Nc2ccccc2SCC(=O)Nc2ccc(C)c(Cl)c2)c1,-5,i,4,-1,i,i,i,i,i,i,1
CCCOc1ccc(-c2csc3nc[nH]c(=O)c23)cc1,-4,i,5,5,i,i,i,i,i,i,-2
O=C(Nc1ncnc2sc3c(c12)CCCCC3)c1ccccc1,-17,i,-1,-1,i,i,i,i,i,i,0
CCc1ccc(NC(=O)COC(=O)c2ccc(Cl)c(S(=O)(=O)N3CCCCCC3)c2)cc1,-8,i,-3,0,i,i,i,i,i,i,-6
O=C(NCC(=O)N(Cc1cccs1)C(C(=O)NC1CCCCC1)c1ccco1)c1ccco1 (configuration not stated),-20,i,8,0,i,i,i,i,i,i,6
COc1ccccc1CCN=C(N)NS(=O)(=O)c1ccccc1F,-6,i,-1,-1,i,i,i,i,i,i,1
C=CCc1c(C)[nH]c2ccc(C)cc2c1=O,-3,i,3,1,i,i,i,i,i,i,-2
CCC1(c2ccccc2)NC(=O)N(CC(=O)Nc2cccc(C#N)c2)C1=O (configuration not stated),-17,i,10,2,i,i,i,i,i,i,13
O=C(CCCCl)Nc1c2c(nn1-c1ccccc1)CSC2,-8,i,9,0,i,i,i,i,i,i,1
O=C(CSc1nnc(-c2cccnc2)n1Cc1ccccc1)N1CCOCC1,-12,i,4,-1,i,i,i,i,i,i,2
CCOC(=O)C1CCCN(C(=O)CSc2nccn2C)C1 (configuration not stated),-6,i,7,-1,i,i,i,i,i,i,2
Cn1c(SCC(=O)Nc2cccc(O)c2)nnc1-c1ccc(S(=O)(=O)N2CCOCC2)cc1,-1,i,/,5,i,i,i,i,i,i,1
COc1cccc(NC(=S)N/N=C2/CCCCc3ccccc32)c1,-9,i,2,/,i,i,i,15*,i,i,3
CN(C(=O)c1ccc(=O)[nH]c1)C1(C(=O)NC2CCCCC2)CCCCC1,-5,i,3,-1,i,i,i,i,i,i,3
CN1CCN(NC(=O)C23CC4CC(CC(C4)C2)C3)CC1,-7,i,-7,-1,i,i,i,i,i,i,4
CCCCn1c(-c2csc3c2CCC(C)C3)n[nH]c1=S (configuration not stated),-10,i,5,-3,i,i,i,i,i,i,-6
CCCCn1c(=O)c(CCC(=O)OCC(=O)Nc2cc(Cl)ccc2OC)nc2ccccc21,-8,i,-4,-1,i,i,i,i,i,i,0
COc1ccc(OCC(=O)Nc2ccccc2OC)cc1,-8,i,-2,0,i,i,i,i,i,i,-1

# More compounds follow.
Molecule,hERG protect,KCNQ1 block,Dyrk1A ADPGlo,GSK3 alpha inh,KCNK9 block,KCNK3 inh,RGS4 block,KCNQ1 pot,RGS4 pot,PolyA inhibitor,GSK3beta inhib
COC(=O)NCN1C(=O)C2C3C=CC(C3)C2C1=O (configuration not stated),-9,i,11,0,i,i,i,i,i,i,0
C=CCNC(=O)CN1C(=O)NC(C)(c2ccc(OC)cc2)C1=O (configuration not stated),-11,i,3,-4,i,i,i,i,i,i,-3
CC(C)C(NS(=O)(=O)c1ccc2c(c1)oc(=O)n2C)C(=O)N1CCN(C2CCCCC2)CC1 (configuration not stated),-6,i,17,-5,i,i,i,i,i,i,3
CCOC(=O)N/N=C\c1ccc(C)s1,-5,i,1,2,i,i,i,i,i,i,2
CC(=O)OCCN1C(=O)c2cccnc2C1=O,-2,i,7,5,i,i,i,i,i,i,-1
Cc1nn(C)c(C(=O)N/N=C/c2cccnc2)c1Cl,-9,i,-8,-2,i,i,i,i,i,i,-1
CCN1C(C(=O)c2ccccc2)=C(Nc2ccccc2C)c2ccccc2S1(=O)=O,-5,i,-3,-2,i,i,i,i,i,i,1

# Compound activity (PubChem BioAssay)
